Bioassay records deposited in PubChem by The Scripps Research Institute Molecular Screening Center.
TTR transcr act = TTR transcription activators in neuroblastoma reporter cells, primary screen, cell-based, luminescence, SH-SY5Y, TTR promoter Gaussia luciferase. 100% = recombinant luciferase protein wells. activation, % at 16.7 µM. 92,000 compounds, 1.3% hits. AID 1117267, 2014;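 active means activation above the mean of all tested compounds plus 3 SD, cut at about 9.5% in these data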;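 further: cells exposed to compounds for one day before reading; 0% = median of all test compound wells on the plate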
The depositor's hits bear a star. Only part of the results is shown; rates above refer to the full screens.

Preview, 3 compounds:
SMILES	TTR transcr act
COC1(c2ccccc2)NC(=S)NN=C1c1ccccc1 (stereo not drawn)	-1.9
CCOc1ccc(/C(O)=C2\C(=O)C(=O)N(c3ccc(OC)cc3)C2c2ccccc2[N+](=O)[O-])cc1 (stereo not drawn)	-2.2
CC1(c2nnc(-c3ccc(Cl)cc3)o2)CC(c2ccc(Cl)cc2)=NO1 (stereo not drawn)	1.0

This part in full (from the top)
SMILES	TTR transcr act
COC1(c2ccccc2)NC(=S)NN=C1c1ccccc1 (stereo not drawn)	-1.9
CCOc1ccc(/C(O)=C2\C(=O)C(=O)N(c3ccc(OC)cc3)C2c2ccccc2[N+](=O)[O-])cc1 (stereo not drawn)	-2.2
CC1(c2nnc(-c3ccc(Cl)cc3)o2)CC(c2ccc(Cl)cc2)=NO1 (stereo not drawn)	1.0
CCc1nc(SCc2ccc(OC)cc2)n[nH]1	-0.8
CN=C(Cc1ccccc1)C1=C(O)CC(C)(C)CC1=O	2.4
Cc1nn(-c2ccccc2)c(Cl)c1/C=N/NC(=O)CNC(=O)c1ccccc1Cl	0.0
CC(C)NC(=O)C1(C)CCN1C(=O)c1c(F)cccc1F (stereo not drawn)	0.8
Cc1c(CC(=O)Nc2ccc(Cl)cc2)sc2ccc(Cl)cc12	4.2
CC1(C)CC(=O)C/C(=N/NC(=O)CCCOc2ccc(Cl)cc2Cl)C1	-2.4
O=C(COC(=O)c1ccccn1)NCc1ccccc1	-1.1
O=C(COC(=O)c1cc2ccccc2oc1=O)Nc1cccc(Br)c1	3.6
CC(C)C[C@H]1CNC(=S)N1C[C@H]1CCCN1C[C@H](CC(C)C)N1C[C@H](Cc2ccc(O)cc2)N(CCc2ccccc2)C1=S	-3.0
Nc1nc2n(c1C(=O)c1ccccc1)CCC2	1.1
Cc1nc(-c2ccccc2)sc1C1(C)CC(c2cccc([N+](=O)[O-])c2)=NO1 (stereo not drawn)	2.0
CCNC(=O)NC(=O)CSc1ccc(S(=O)(=O)N(C)C2CCCCC2)cn1	0.0
Cc1ccc(C(=O)COC(=O)c2ccccc2N2C(=O)C3C4CCC(C4)C3C2=O)cc1C (stereo not drawn)	3.3
Cc1cnc(C(=O)N2CCN(S(=O)(=O)c3ccc4ccccc4c3)CC2)cn1	1.6
O=C1CC(c2ccccc2)CC(O)=C1C=Nc1ccccc1 (stereo not drawn)	-1.2
Cc1cc(NC(=O)c2cc3ncc(Br)cn3n2)no1	-0.3
Cc1cc(C(=O)N/N=C/c2ccc(-c3cccc(Br)c3)o2)n[nH]1	-1.6
Cc1ccc(NC(=O)Nc2ccno2)cc1	0.1
CCc1c(C)nc(N2CCN(c3ccccc3)CC2)[nH]c1=O	0.1
CCOC(=O)Cc1csc(NC(=O)Nc2ccc(Cl)cc2)n1	0.2
CC1CN(Cc2nc3c(c(=O)[nH]c(=O)n3C)n2CC(N)=O)CC(C)O1 (stereo not drawn)	-1.1

Some values from the results shown:
For TTR transcr act, Cc1cnc(C(=O)N2CCN(S(=O)(=O)c3ccc4ccccc4c3)CC2)cn1 shows 1.6
For TTR transcr act, O=C(COC(=O)c1ccccn1)NCc1ccccc1 shows -1.1

Looked up one by one from the entries so far:
SMILES	TTR transcr act
Cc1cc(C(=O)N/N=C/c2ccc(-c3cccc(Br)c3)o2)n[nH]1	-1.6
Cc1ccc(C(=O)COC(=O)c2ccccc2N2C(=O)C3C4CCC(C4)C3C2=O)cc1C (stereo not drawn)	3.3

More records follow.
SMILES	TTR transcr act
CCNC(=O)c1c(O)c2c([nH]c1=O)CCCC2	1.1
CN(Cc1ccccc1Br)C(=O)CN1C(=O)NC2(CCCCCC2)C1=O	-2.6
COc1ccc(CNn2c(-c3cccc(C)c3)nc3ccccc3c2=O)cc1OC	-2.6
COc1ccc(NC(=O)CC(=O)Nc2ccc(OC)cc2)cc1	1.7
O=C(C(=O)N1CCCc2ccccc21)c1cn(CC(=O)N2CCOCC2)c2ccccc12	1.5
CC(=O)Oc1ccc(/C=N/NS(=O)(=O)c2ccc(C)cc2)c(OC(C)=O)c1	-1.4
Cc1nn(-c2ccccc2)c(Cl)c1C(=O)N1CCN(c2ncnc3c2cnn3-c2ccccc2)CC1	-13
CCN(CC)C(=O)c1cn(C)c2ccc(S(=O)(=O)N(CC)CC)cc2c1=O	-1.1
O=S(=O)(Nc1nc(-c2ccccc2)cs1)c1cc(Cl)ccc1Cl	2.0
Cc1csc(NC(=O)CCSCCc2ccccn2)n1	4.4
COc1ccc2[nH]c(C(=O)O)c(NS(=O)(=O)c3ccc(C)c(C)c3)c2c1	-1.2
C[C@H]1[C@@H](NC(=O)Cc2ccsc2)CC[C@@]23CCCN2C(=O)CCC[C@@H]13	1.6
COCCn1c(SCc2nc3ccccc3s2)nc2ccccc21	3.0
COc1ccc(Cc2nnc(SCC(=O)N3CCN(c4ccccc4)CC3)o2)cc1	2.7
COC(=O)c1cccc(NC(=O)COc2cccc([N+](=O)[O-])c2)c1	-0.6
CN(CCCN1CCOCC1)Cc1nc(-c2ccccc2)no1	1.2
O=C(NNC(=O)c1cccs1)c1cccc(F)c1	-0.1
O=C(CSc1nnnn1C1CC1)Nc1cccc(S(=O)(=O)N2CCCC2)c1	3.5
COc1cc(C2C(C(C)=O)=C(O)C(=O)N2c2ccc(Br)cn2)ccc1O (stereo not drawn)	-1.4
CCC(C)Sc1nc2c(cnn2-c2ccc(C)cc2)c(=O)[nH]1 (stereo not drawn)	1.6
COc1ccc(C2=Nn3c(nnc3-c3ccccc3F)SC2)cc1OCC1CC1	-7.1
CC(C)(C)NC(=O)NC(=O)CN1CCN(c2ccc(O)cc2)CC1	-1.0
O=C(C1COc2ccccc2O1)N1CCN(c2ccccc2Cl)CC1 (stereo not drawn)	-1.8
COc1ccc(NC(=O)c2cc(-c3ccc(OC)c(OC)c3)on2)cc1OC	-0.3

Some of these compounds in order of length of the SMILES, ascending.
SMILES	TTR transcr act
O=C1CC(c2ccccc2)CC(O)=C1C=Nc1ccccc1 (stereo not drawn)	-1.2
CC(C)NC(=O)C1(C)CCN1C(=O)c1c(F)cccc1F (stereo not drawn)	0.8
COC(=O)c1cccc(NC(=O)COc2cccc([N+](=O)[O-])c2)c1	-0.6
COc1ccc2[nH]c(C(=O)O)c(NS(=O)(=O)c3ccc(C)c(C)c3)c2c1	-1.2
O=C(C(=O)N1CCCc2ccccc21)c1cn(CC(=O)N2CCOCC2)c2ccccc12	1.5
C[C@H]1[C@@H](NC(=O)Cc2ccsc2)CC[C@@]23CCCN2C(=O)CCC[C@@H]13	1.6

Next section
SMILES	TTR transcr act
Cc1nn(CCC#N)c2[nH]c(=O)cc(C(F)(F)F)c12	1.4
CSc1nc2ccc(NS(=O)(=O)c3ccccc3F)cc2s1	1.0
CCCCCCCCCCCC(=O)NC(Cc1ccc(OC)c([N+](=O)[O-])c1)C(=O)O (stereo not drawn)	2.2
Fc1ccc(CSc2nnc3ccccn23)c(Cl)c1	1.5
N#C/C(=C\c1cccnc1)C(=O)Nc1ccc(C(=O)O)cc1	-1.2
COc1ccccc1NC(=O)C/C(N)=N/OCC(=O)Nc1cccc(Cl)c1	-1.5
O=C(Nc1ccc(S(=O)(=O)Nc2ccccn2)cc1)c1cccc(Br)c1	-0.9
CN(C)C(=S)NC1(C)CCS(=O)(=O)C1 (stereo not drawn)	6.4
Cc1cccc(C)c1NC(=O)C(c1ccncc1)n1c(=O)c(-c2ccco2)nc2ccccc21 (stereo not drawn)	-0.9
Cc1ccc(-c2nc3c(Cl)cc(C(F)(F)F)cn3c2Cc2ccccc2C(F)(F)F)cc1	7.5
COc1ccc(OC)c(S(=O)(=O)NCCCN2CCCC2=O)c1	1.5
O=C1OC(C(=O)O)Cc2ccccc21 (stereo not drawn)	4.9
C/C(=N\NC(=S)Nc1c(C)cccc1C)c1ccc(OC(F)F)cc1	-1.1
C[C@@H]1[C@@H](O)C[C@@]2(C[C@H](O)c3cc(Cl)ccc3O2)O[C@H]1c1ccccc1Cl	-2.8
CC(C)CCN1CCN(CCCn2cccn2)CC1CCO (stereo not drawn)	1.8
Cc1cccn2c(/C=N/OCc3ccc(F)cc3)c(-c3ccc(Cl)cc3)nc12	7.8
O=C(Cn1nc(-c2ccccc2F)ccc1=O)NCc1ccc2c(c1)OCO2	-0.5
COc1ccc(Cl)cc1C(=O)Nc1ccc(NC(C)=O)cc1	-1.0
O=C(Nc1ccn(CCCNCc2ccc3[nH]ccc3c2)c(=O)n1)OCc1ccccc1	6.7
CN(C)CCN(C)c1cc2c(c3c1ccn3C)C1CCC2O1 (stereo not drawn)	0.0
CCC(=O)Nc1sc(C(=O)Nc2ccccc2)c(C)c1C(=O)OC	-0.7
CS(=O)(=O)Nc1ccc2c(c1)C(=O)OC2	0.2
c1cncc(-c2ccnc3ncnn23)c1	0.5
Cc1cc(C)nc(NC(=O)c2ccc(C)o2)n1	2.1
CCN(c1ccccc1)S(=O)(=O)c1ccc(Cl)c(NC(=O)CSc2nnc(C)s2)c1	-0.4
FC(F)(F)c1cccc(OCc2nnc3n2CCC3)c1	7.0
O=C(Cn1cnc2ccccc2c1=O)c1ccccc1	-2.5
CS/C(Nc1cc(Cl)ccc1Cl)=C(/C#N)C(=O)c1ccco1	1.3
CN(Cc1ccccc1)C(=O)c1ccc(NC(=O)Cc2ccc(NC(=O)C3CCN(C(=O)c4ccccc4)CC3)cc2)cc1	0.4
O=C(N/N=C/c1ccccc1)NC1CCCCC1	-2.6
COc1ccc(-c2cn3cccnc3n2)cc1NC(=O)CC(C)C	3.0
Cc1ccccc1C(=O)Nc1ccc(N2CCOCC2)nc1	1.6
CCOC(=O)N1CCN(C(=O)Nc2ccc(Cl)cc2)CC1	-0.9
COc1cc(NC(=O)c2ccccc2C)c(OC)cc1NC(=O)CN1CCOCC1	-1.2
Cc1cccc2cc(CN(Cc3ccccc3)C(=O)N(C)C)c(=O)[nH]c12	-0.1
COc1cc(N2CCCC2)c(OC)cc1/C=C1/NC(=S)NC1=O	-0.1
COCCn1c(SCC(=O)Nc2ccccc2OC)nc2c(oc3ccccc32)c1=O	3.6
O=C(Oc1ccccc1)c1cccc(COC(=O)c2cnccn2)c1	3.0
Cc1cccc(NC(=O)CN2C(=O)N/C(=C\c3ccccc3OCc3ccc(C(=O)O)cc3)C2=O)c1	-2.5
COCc1cc(=O)[nH]c(-c2ccccc2)n1	1.0
O=C(NCc1ccccc1)C(c1ccncc1)n1c(=O)c(-c2cc3ccccc3[nH]2)nc2ccccc21 (stereo not drawn)	-2.6
CCCCNC(=O)C(C)N(CCN(C)C)C(=O)CCCCCN1C(=O)NC(c2ccc(Cl)cc2)C(C(=O)OCc2ccccc2)=C1C (stereo not drawn)	-4.4
Cc1c(C(=O)NCC2CCCO2)oc2ccccc12 (stereo not drawn)	-0.7
COCCCn1c(SCC(N)=O)nnc1-c1ccccc1	1.3
Cc1c(NC(=O)CSc2nccn2C)c(=O)n(-c2ccccc2)n1C	1.7
CCN(CC)c1ccc(NC(=O)c2ccc3c(c2)OCO3)cc1	0.1
C[C@@H](N)C(=O)Nc1ccc(Cl)cc1C(=O)c1ccc[nH]1	0.0
CCCCCOc1ccc(/C=N/NC(=O)c2nnn(-c3nonc3N)c2CN2CCCCCC2)cc1	-0.7
COc1ccc(Cl)cc1NC(=S)NCc1cccs1	1.0
COc1ccccc1-c1noc(CCCC(=O)NC2CCCC2)n1	-0.4
Cc1ccc(CNC(=O)C2CCCN(C(=O)N(C)C)C2)cc1 (stereo not drawn)	-1.6
Cc1ccc(-c2ccc(CCC(=O)O)n2CC2CCCO2)cc1 (stereo not drawn)	3.0
O=C(Cn1c(C(F)(F)F)nc2ccccc21)c1ccc(Br)cc1	-0.9
Cc1ccc2nc(-c3ccccc3)oc(=O)c2c1	-0.6
Cc1onc(-c2c(F)cccc2Cl)c1C(=O)OCC(=O)c1c(N)n(C)c(=O)n(C)c1=O	-0.4
Cc1ccc2oc(=O)c(/C=C(\O)C(C)(C)C)nc2c1	-2.2
C[C@H]1CN([C@@H](C)CO)C(=O)CCCn2cc(nn2)CO[C@@H]1CN(C)C(=O)Nc1ccc(N2CCCCC2)cc1	-1.8
CC(C)(C)OC(=O)NCCCCCNC(=O)c1ncn2c1c(=O)[nH]c1ccccc12	-0.1
O=C(CSc1nc2ccccc2s1)N1CCOCC1	0.4
CC(=NN(Cc1ccccc1)c1ccccc1)c1ccccc1	0.8

Other records
SMILES	TTR transcr act
O=C(NNS(=O)(=O)c1ccccc1)c1cnn(-c2ccc(Cl)cc2)c1C(F)(F)F	-0.1
O=C(N/N=C/c1ccc(OCCCF)cc1)c1ccc(C(F)(F)F)cc1	2.3
Cc1ccccc1C(=O)OC1CCCN(C)C1 (stereo not drawn)	-0.4
Cc1cccc(N2CCN(C(=O)c3ccc(CNc4c(N5CCC(C)CC5)c(=O)c4=O)cc3)CC2C)c1 (stereo not drawn)	-2.0
CC(=O)N1N=C(c2ccc(Cl)cc2)OC1(C)C	2.0
COc1ccc(CN=C2NC(=O)CC(C(=O)Nc3ccc([N+](=O)[O-])cc3C)S2)cc1 (stereo not drawn)	-0.2
Cc1cc(C(O)c2ncc(-c3cccc(F)c3)[nH]2)ccc1F (stereo not drawn)	-1.4
CC(=O)Cn1c(=O)oc2ccccc21	4.0
CCOC(=O)c1ccc(NC(=O)NCc2ccc(OC)cc2)cc1	-1.6
COc1ccc(/C=C2/CCc3ccccc3C2=O)cc1CN1CCOCC1	-2.2
CN(CC(=O)Nc1ccc(S(=O)(=O)N2CCCC2)cc1)Cc1ccc(Cl)cc1	0.0
O=C(c1ccc(Cl)cc1)n1c(NCc2ccccc2)n[nH]c1=S	1.2
O=C1c2cccc3c([N+](=O)[O-])ccc(c23)C(=O)N1c1ccccn1	-7.9
CCn1nc2cc(C(=O)NCCc3cccs3)ccc2c1OC	-8.8
CCOC(=O)c1ccc(Oc2nc(OC)cc(OC)n2)cc1	1.4
C/C(=N\NC(=O)COc1cc(C)cc(C)c1)c1cccc(NC(=O)C2CCC2)c1	-2.1
O=S1(=O)NC(=NC2CCCCCC2)c2ccccc21	-0.1
CN(Cc1ccc(Cl)cc1Cl)C(=O)c1cc(=O)c2ccccc2o1	1.0
CSc1sc(C(=O)NCC2CC2)cc1S(=O)(=O)C(C)C	-0.9
c1ccc2c(c1)OCCOCCOCCO2	1.3
